DYRK1A inh – Dyrk1A (rat) kinase inhibition | Q63470 | inhibition, % at 12.5 µM | ADP-Glo luminescence, NFATc1 peptide | 310,000 compounds, 0.43% hits | AID 504441; in the data active = inhibition above about 50%;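 also: plate controls were vehicle with enzyme for no effect and no enzyme for full effect; many of its hits are not listed in these tables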
Platelet DG rel – modulates dense granule release in human platelets; human platelet-rich plasma, SFLLRN dense granule ATP release, luminescence; inhibition, %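 (compounds screened at 7.5 µM in platelet-rich plasma)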; 300,000 compounds, 0.22% hits;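 active = mean replicate score, as percent of positive control, at or above 50; inconclusive = mean below 50 but at least one replicate at or above 50; inactive = mean and every replicate below 50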
TRPC4 act – TRPC4 (mouse) channel activation. HEK293 TRPC4beta/mu-opioid, Fluo4 calcium fluorescence; active compounds read high. 310,000 compounds, 0.49% hits. B-score at 10 µM. AID 2237. Q9QUQ5;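 active = B-score above 5 SD of library B-scores, and initial fluorescence ratio not above library mean plus 5 SD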;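 also: positive B-score marks a calcium rise read as TRPC4 activation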
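Incubation: 45 min room-temperature Fluo4 loading, 110 s read / System: HEK293 cells stably co-expressing mouse TRPC4beta and mu-opioid receptor / Signal: Fluo4 fluorescence, kinetic / Control set: buffer (low) and maximal DAMGO (high) / Measure: integrated baseline-normalised fluorescence ratio, converted to per-well B score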
KCNK9 inh – human KCNK9 channel inhibition; Q9NPC2; HEK293 KCNK9, FluxOR thallium flux fluorescence; active compounds read low; B-score at 10 µM; 310,000 compounds, 1.2% hits;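 active = ratio B-score over 3 SD below the library mean, with starting fluorescence within 5 SD of its mean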;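 also: negative B-score means less thallium flux so channel inhibition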
Target sequence (Q9NPC2 whole entry, looked up): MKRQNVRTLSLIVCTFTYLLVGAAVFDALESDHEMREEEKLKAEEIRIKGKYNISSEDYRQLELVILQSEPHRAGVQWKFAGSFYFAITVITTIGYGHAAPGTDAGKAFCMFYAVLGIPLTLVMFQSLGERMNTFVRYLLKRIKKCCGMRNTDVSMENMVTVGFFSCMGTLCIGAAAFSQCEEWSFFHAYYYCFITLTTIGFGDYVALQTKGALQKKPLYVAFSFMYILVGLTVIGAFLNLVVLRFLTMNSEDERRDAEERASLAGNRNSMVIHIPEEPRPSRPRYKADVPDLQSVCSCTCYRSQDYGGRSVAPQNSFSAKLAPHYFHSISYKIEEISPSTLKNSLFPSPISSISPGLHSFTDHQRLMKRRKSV
TRPC4 inh – TRPC4 (mouse) channel inhibition; Q9QUQ5; HEK293 TRPC4beta/mu-opioid, DAMGO-evoked Fluo4 calcium flux; active compounds read low; B-score at 10 µM; 300,000 compounds, 0.39% hits; AID 2247;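 active = B-score over 3 SD under the library average, no early fluorescence shift, positive overall ratio signal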
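Material: HEK293 cells with stable TRPC4beta plus mu-opioid receptor expression / Probe or stimulus: DAMGO in two steps, submaximal then maximal / Compound: single concentration per test compound / Technique: kinetic Fluo4 fluorescence imaging of calcium influx / Read-out: per-well B score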
hERG protect – compounds protecting human hERG from proarrhythmic drug block; CHO-hERG, FluxOR thallium flux, dofetilide IC70 present; activation (rescue from dofetilide block), less the hit threshold, % at 10 µM; 310,000 compounds, 0.51% hits; Q12809; AID 1511;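 active = activation above the mean of controls blocked by dofetilide plus 5 SD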;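 also: thallium influx through hERG after potassium depolarization seen as dye fluorescence rise; in these data hits start at about 4.7%; inactives centre near -7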
KCNQ1 inh – human KCNQ1 channel inhibition; P51787; CHO-K1 KCNQ1, FluxOR thallium flux fluorescence; active compounds read high; B-score at 10 µM; 310,000 compounds, 1.3% hits; AID 2642;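 active = compounds whose thallium flux B-score, printed positive for inhibition, exceeds three library SD while starting fluorescence stays within three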;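 also: channel opened by potassium depolarization with thallium stimulus after 20 min compound exposure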
KCNK3 inh – human KCNK3 channel inhibition, primary screen; 340,000 compounds, 0.84% hits; B-score at 10 µM; CHO-KCNK3 thallium flux, FluxOR fluorescence; active compounds read low;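 active = B-score under library mean minus 4 SD, starting fluorescence ratio at most library mean plus 5 SD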;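 also: more negative B-score means stronger inhibition of thallium flux through KCNK3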
Target sequence (O14649 whole entry, looked up): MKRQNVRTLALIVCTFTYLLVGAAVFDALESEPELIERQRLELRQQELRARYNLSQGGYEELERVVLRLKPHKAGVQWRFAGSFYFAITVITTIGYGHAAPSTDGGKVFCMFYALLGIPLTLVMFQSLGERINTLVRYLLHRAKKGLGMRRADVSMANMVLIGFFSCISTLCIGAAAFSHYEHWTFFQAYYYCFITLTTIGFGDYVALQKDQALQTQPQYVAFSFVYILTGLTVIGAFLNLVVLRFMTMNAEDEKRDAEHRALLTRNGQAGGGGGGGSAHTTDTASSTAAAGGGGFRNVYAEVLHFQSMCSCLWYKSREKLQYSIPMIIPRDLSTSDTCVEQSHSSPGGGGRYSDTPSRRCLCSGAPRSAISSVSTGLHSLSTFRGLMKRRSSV
TRPC4 PAM – allosteric potentiators of mouse TRPC4 channel. B-score at 10 µM. AID 2227. 310,000 compounds, 0.42% hits. HEK293 TRPC4beta/mu-opioid, DAMGO EC20, Fluo-4 Ca2+ flux; active compounds read high;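 active = B-score of calcium response area above 5 SD of library B-scores, with initial fluorescence ratio within 5 SD of library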;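 also: B-score of integrated fluorescence ratio over time as area under calcium response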
KCNQ1 pot – potentiators or activators of human KCNQ1 potassium channel; CHO-K1 KCNQ1, thallium flux FluxOR fluorescence; active compounds read high; 310,000 compounds, 0.35% hits; B-score at 10 µM; P51787;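 active = fluorescence ratio B-score, a plate-corrected score, at least three library SD, with initial intensity B-score within 5 SD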
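Schedule – 37 °C overnight plating, 90-min dark dye load, 20-min compound pretreatment · System – stable KCNQ1 CHO-K1 line · Probe or stimulus – thallium- and potassium-containing depolarizing buffer · Measured by – kinetic FluxOR fluorescence, 10 s baseline plus 110 s post-stimulus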
PolyA inh – inhibitors of polyadenylation in S. cerevisiae | AID 1875 | 300,000 compounds, 0.02% hits | calls only at 12 µM | S. cerevisiae SKY197-pL101 polyadenylation reporter, beta-gal luminescence; efflux-impaired pdr1/pdr3 knockout yeast; score 100 = 6 SD above DMSO;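 active = lowest replicate activity score at least 50, where 100 means six control SD above control mean; inconclusive = lowest score under 50 but half or more replicates reach 50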;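 also: yeast exposed to compound for 9 h at 30 °C; higher score means more reporter readthrough which indicates perturbed polyadenylation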
Starred values were filed as active, the others as inactive; i = inactive; ? = inconclusive; nt = no result given. The list is partial. The share of hits here may be higher or lower than overall.

SMILES	DYRK1A inh	Platelet DG rel	TRPC4 act	KCNK9 inh	TRPC4 inh	hERG protect	KCNQ1 inh	KCNK3 inh	TRPC4 PAM	KCNQ1 pot	PolyA inh
O=C(Nc1ccc(Cl)cc1C(=O)c1ccccc1)c1ccccc1	5.2	-7.7	i	i	i	-15.4	i	i	i	i	i
CC(=NCCc1ccccc1)c1c(O)[nH]c(=O)[nH]c1=O	-5.9	29.6	i	i	i	-10.1	i	i	i	i	i
CN(C)C(=O)Nc1cccc(OC(=O)N(C)C)c1	0.2	12.0	i	i	i	-14.3	i	i	i	i	i
CC(=NCc1ccco1)c1c(O)n(C)c(=O)n(C)c1=O	0.6	-3.1	i	i	i	-14.1	i	i	i	i	i
CC1CN=C(NCc2ccncc2)S1 (stereo not given)	7.5	16.0	i	i	i	-7.1	i	i	i	i	i
COc1ccc(-c2nc3ccccc3c(=O)n2-c2ccc(OC)cc2)cc1	5.9	-3.4	i	i	i	-13.1	i	i	i	i	i
COc1ccc(N2C(=O)/C(=C/c3ccc(OC)c(OC)c3)C(=O)NC2=S)cc1	-1.2	11.0	i	i	i	-6.1	i	i	i	i	i
COC(=O)[C@]12OC[C@]34C([C@@H](O)[C@@H]1O)[C@]1(C)CC(=O)C(O)=C(C)[C@@H]1C[C@H]3OC(=O)[C@H](O)[C@@H]24 (stereo not given in full)	-0.3	5.1	i	i	i	-3.5	i	i	i	i	nt
O=S(=O)(c1ccc(Cl)cc1)N1CN2CCN(C2)C1	-2.7	-2.3	i	i	i	-19.7	i	i	i	i	i
COc1ccccc1Sc1ccccc1CC(C)N (stereo not given)	-0.7	5.3	i	i	i	-5.8	i	i	i	i	i
COc1ccc(OCC(=O)N2CCN(Cc3nc4cc([N+](=O)[O-])ccc4n3C)CC2)cc1	-2.2	-2.7	i	i	i	-5.5	i	i	i	i	i
COc1cccc(C(=O)C2CCCN(Cc3cnn(C(C)C)c3)C2)c1 (stereo not given)	0.2	0.0	i	i	i	-11.4	i	i	i	i	i
COc1ccc(C(=O)O/N=C(/C(N)=O)P(=O)(OC(C)C)OC(C)C)cc1	nt	40.8	i	i	i	2.6	i	i	i	i	i
Cc1cc(C(=O)CS(=O)(=O)c2ccc(F)cc2)cc(C)c1OC(=O)N(C)C	-1.0	1.3	i	i	i	-5.6	i	i	i	i	i
O=C(O)C1CN2CCC1CC2 (stereo not given)	7.5	2.0	i	i	i	-5.8	i	i	i	i	i
O=C1NC(=O)N(c2ccccc2)C(=O)/C1=C/c1ccc([N+](=O)[O-])s1	0.4	-7.6	i	i	i	-7.6	i	i	i	i	i
O=c1[nH]c(=O)n(CCc2ccccc2)c(O)c1C=NCCCn1ccnc1	-3.1	0.6	i	i	i	-7.0	i	i	i	i	i
O=C(CCN1CCCCC1)Nc1ccc(Br)cc1C(=O)c1ccccc1	10.2	1.0	i	i	i	-14.8	i	i	i	i	i
O=C(COc1ccccc1)N1CCN(C/C=C/c2ccccc2)CC1	-1.8	4.0	i	i	i	-12.1	i	i	i	i	i
O=C(CCC(=O)N1C[C@H]2C[C@@H](C1)c1cccc(=O)n1C2)NCc1cccc(C(F)(F)F)c1	7.4	-0.3	i	i	i	-3.2	i	i	i	i	i
CCCOc1ccc(C(C)=O)cc1Cc1c(O)[nH]c(=S)[nH]c1=O	-2.5	4.3	i	i	i	-11.9	i	i	i	i	i
CCC(=NCCC1=CCCCC1)c1c(O)[nH]c(=O)[nH]c1=O	10.4	6.8	i	i	i	-4.3	i	i	i	i	i
CCN(CC)CCCOC(=O)C(OC(C)C)(c1ccccc1)c1ccccc1	-11.0	5.6	i	i	i	-7.9	i	i	i	i	i
COc1ccc(N=Cc2c(O)n(-c3ccc(C)cc3)c(=O)[nH]c2=O)cc1	-4.1	-4.9	i	i	i	-11.5	i	i	i	i	i
O=CNc1ccc(OP(=O)(Oc2ccccc2)Oc2ccccc2)cc1	-1.0	-23.3	i	i	i	-7.9	i	i	i	i	i
COc1ccc(C(=O)Cn2c(NCCCl)nc3ccccc32)cc1	-4.6	13.1	i	i	i	-20.7	i	i	i	i	i
CCN1C(=O)C(=Cc2ccc(N3CCOCC3)o2)C(=O)N(CC)C1=S	-0.5	3.0	i	i	i	-4.4	i	i	i	i	i
O=C(OCCN1CCOCC1)C1(c2ccccc2)CCCC1	-6.4	-2.0	i	i	i	-5.8	i	i	i	i	i
C#CCN1C(=O)C2(C(C#N)=C(N)OC(C)=C2C(=O)OCc2ccccc2)c2ccccc21 (stereo not given)	-6.3	1.8	i	i	i	-15.7	i	i	29*	i	i
O=C(O)C1(c2ccc(Cl)cc2)CCC1	2.6	0.5	i	i	i	0.1	i	i	i	i	i
C=CCn1c(O)c(N=Nc2c(C)n(C)n(-c3ccccc3)c2=O)c(=O)[nH]c1=S	-2.7	-9.9	45*	i	i	-7.0	i	i	i	i	i
COCCn1cc(C(=O)N2CCC3(CC2)OCCO3)c2c3ccccc3n(C)c2c1=O	-7.0	-0.3	i	i	i	-12.9	i	i	i	i	i
O=C(COc1ccc2ccccc2c1)N1CCN(Cc2c[nH]c3ccccc23)CC1	6.0	nt	i	i	i	-7.3	i	i	i	i	i
COc1ccccc1OCC(=O)N1CCCC(N(C)Cc2ccccc2)C1 (stereo not given)	-0.9	-14.1	i	i	i	-7.6	i	i	i	i	i
O=C(CCN1CCCCC1)NCC(=O)Nc1ccc(Br)cc1C(=O)c1ccccc1	6.5	0.9	i	i	i	-19.1	i	i	i	i	i
Cc1cccc(N2C(=O)NC(=O)/C(=C\c3ccc(N4CCOCC4)cc3)C2=O)c1	nt	-1.5	i	i	i	-2.3	i	i	i	i	i
O=C(NC(=S)N1C[C@H]2C[C@H](C1)c1cccc(=O)n1C2)c1ccc(F)cc1	-2.5	3.8	i	i	i	-10.2	i	i	i	i	i
C=CCc1cc(C=C2C(=O)NC(=O)NC2=O)cc(OC)c1OCc1ccc(C(=O)O)cc1	-1.2	12.0	i	i	i	1.1	i	i	i	i	i
CN1CCC2(CC1)N=C(c1ccc(F)cc1)C(=S)N2	3.5	-1.6	i	i	i	-12.7	i	i	i	i	i
CCCCCCN=C(CC)c1c(O)n(CCCC)c(=O)[nH]c1=O	5.5	-5.3	i	-12.7*	i	-28.4	i	-9.07*	i	i	i
COc1ccc(N2CCN(C(CNC(=O)Oc3ccccc3)c3cccnc3)CC2)cc1 (stereo not given)	-29.9	-1.5	i	i	i	-4.2	i	i	i	i	i
CCCCCn1c(=O)c(C(=O)NCc2ccncc2)c(O)c2ccccc21	-4.8	18.6	i	-7.94*	nt	-6.3	8*	i	i	i	i
CCSC1=NN1c1cc(C)nc(N)n1	-10.0	-13.4	i	i	i	-3.9	i	i	i	i	i
CCn1cc(C(=O)NCc2ccccc2)c2ccccc21	2.1	-17.3	i	i	i	1.1	i	i	i	i	i
CCC(=NCc1ccco1)c1c(O)n(Cc2ccccc2)c(=O)[nH]c1=O	2.0	5.7	i	i	i	-7.3	i	i	i	i	i
O=C(CF)NC(NC(=S)Nc1cccc([N+](=O)[O-])c1)C(Cl)(Cl)Cl (stereo not given)	5.6	5.2	i	i	i	-15.0	6*	i	i	i	i
Cc1ccc2c(c1)CC1(CN2C)C(=O)NC(=O)N(c2ccccc2C)C1=O (stereo not given)	0.8	0.6	i	i	i	-3.4	i	i	i	i	i
Cc1cc(S(N)(=O)=O)ccc1N=Cc1c(O)n(-c2ccccc2)c(=O)[nH]c1=O	-2.8	2.8	i	i	i	-8.5	i	i	i	i	i
CCCCC(=O)N/N=C/c1c(O)n(CCCC)c(=S)[nH]c1=O	-1.6	-7.9	i	i	i	-12.7	i	i	i	i	i
CC1(O)C[C@]2(C)N(O)C3CCCC[C@@H]3N2O1 (stereo not given in full)	1.7	10.6	i	i	i	-5.4	i	i	i	i	i

More records follow:
SMILES	DYRK1A inh	Platelet DG rel	TRPC4 act	KCNK9 inh	TRPC4 inh	hERG protect	KCNQ1 inh	KCNK3 inh	TRPC4 PAM	KCNQ1 pot	PolyA inh
Cc1ccc(C)c(OCC(=O)N2CCCN(C)CC2)c1	0.3	-0.7	i	i	i	-10.3	i	i	i	i	i
CP(=O)(Nc1ccc(Cl)cc1)c1nc2c(s1)CCCC2 (stereo not given)	-5.2	1.9	i	i	i	-7.2	i	i	i	i	i
CCCCC(=O)N/N=C/c1c(O)n(CCc2ccc(OC)c(OC)c2)c(=O)[nH]c1=O	-1.3	-2.8	i	i	i	-3.3	i	i	i	i	i
CCCn1ncc(C(=O)O)c1C	3.0	-15.3	i	i	i	-12.2	i	i	i	i	i
CN(C)C(=O)CSc1nnc([C@@H](N)Cc2ccccc2)o1	4.1	-4.4	i	i	i	-6.8	i	i	i	i	i
C=CCn1c(O)c(C=NCCN2CCOCC2)c(=O)[nH]c1=S	8.7	-10.4	i	i	i	-6.2	i	i	10*	i	i
Cc1cc(C)c(-n2c(O)c(/C=N/NC(=O)c3ccncc3)c(=O)[nH]c2=O)c(C)c1	-1.2	-3.4	i	i	i	-17.0	i	i	i	i	i
CCCCN1C(=N)C(CC)(CC)C(=O)NC1=O	-8.2	-19.0	i	i	i	-4.3	i	i	i	i	i
CN1CCN2c3ccccc3CC3(C(=O)N(C)C(=O)N(C)C3=O)C2C1 (stereo not given)	-14.2	-14.9	i	i	i	-3.7	i	i	i	i	i
Cc1cc(OC(C)C(=O)NCc2ccncc2)c2c3c(c(=O)oc2c1)CCC3 (stereo not given)	-0.6	?	i	i	i	-10.8	i	i	i	i	i
COC(=O)C1=C(c2cccc(OC)c2OC)C[C@@H]2CC[C@H]1N2C(=O)N1CCCC1	2.9	-2.4	i	i	i	-10.7	i	i	i	i	i
CC1(C(O)(C#CCN2CCCCC2)c2ccccc2)CCCC1 (stereo not given)	-1.3	3.6	i	i	i	-13.4	i	i	i	i	i

From PubChem BioAssay
